Compound activity deposited in PubChem by National Center for Advancing Translational Sciences (NCATS).
HT1080-NT tox: kills 2HG-producing HT-1080-NT fibrosarcoma cells | HT-1080-NT fibrosarcoma viability, CellTiter-Glo ATP luminescence, 48 h | Potency, µM (top dose mostly 46.1 µM), for the others: at the top dose activity, negative = less viability, most hits filed as cytotoxic | 360,000 compounds, 1.6% hits | AID 686970;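 further: NT is the 2HG producing partner of a matched IDH1 knockdown line; potency means the concentration at half of the fitted maximal effect; 0% = DMSO-treated cells and -100% = media-only wells without cells; nearly all actives have a fitted effect of over 55% in size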
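A 48-hour cytotoxicity screen used HT-1080-NT cells plated 2 hours before compound delivery. ATP-based CellTiter-Glo luminescence measured viability, normalized to DMSO and no-cell controls.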
MCF10A rerep: inducers of DNA re-replication in MCF 10A breast cells; Potency, µM (top dose mostly 46.1 µM), for inactives: at the highest dose activity, positive = re-replication, usual class: activators; 350,000 compounds, 2.9% hits; MCF 10A DNA re-replication, Hoechst nuclear intensity, 48 h; further: potency means the concentration at half of the fitted maximal effect; % of control where 0% means no effect; nearly all actives have a fitted effect of over 50% in size
HT1080 IDH1KD tx: HT-1080 IDH1 knockdown cell toxicity (counter line); HT-1080 IDH1 knockdown viability, ATP luminescence, 48 h; Potency, µM (doses to about 46.1 µM), for the others: at the highest dose activity, negative = toxicity, actives largely listed as cytotoxic; 360,000 compounds, 2% hits; AID 686971;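 further: potency means the concentration at half of the fitted maximal effect; 0% = DMSO wells and -100% = cell-free medium wells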
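Assay cells: HT-1080 with IDH1 knockdown, 750 per well, RPMI/5% FBS. Exposure: 48 h at 37 °C following 2 h pre-incubation. Read: CellTiter-Glo luminescence; fitted concentration-response, curve class assigned.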
SW480 rerep: induces DNA re-replication in SW480 colon adenocarcinoma cells; SW480 DNA re-replication, Hoechst DNA content imaging, 48 h; Potency, µM (titrated, usually from 46.1 µM), without a hit: at the top dose re-replication activation, hits mostly activators; 340,000 compounds, 1.8% hits; further: potency means the concentration at half of the fitted maximal effect; % of control where 0% means no effect; nearly all actives have a fitted effect of over 55% in size
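Image-based DNA-content assay: after two days of treatment, nuclei were labelled with the DNA dye Hoechst and imaged, and hits were compounds raising the count of nuclei showing high fluorescence intensity.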
DRD3 agonist: D3 dopamine receptor (human) agonism | 410,000 compounds, 0.58% hits | P35462 | D3R DiscoveRx beta-arrestin cells, luminescence, 90 min | max activation, % | AID 652048; in the data active means max activation above about 30%; further: 0% is about no effect; mostly tested at two doses, the higher about 12 µM
Target sequence (P35462 whole entry, looked up): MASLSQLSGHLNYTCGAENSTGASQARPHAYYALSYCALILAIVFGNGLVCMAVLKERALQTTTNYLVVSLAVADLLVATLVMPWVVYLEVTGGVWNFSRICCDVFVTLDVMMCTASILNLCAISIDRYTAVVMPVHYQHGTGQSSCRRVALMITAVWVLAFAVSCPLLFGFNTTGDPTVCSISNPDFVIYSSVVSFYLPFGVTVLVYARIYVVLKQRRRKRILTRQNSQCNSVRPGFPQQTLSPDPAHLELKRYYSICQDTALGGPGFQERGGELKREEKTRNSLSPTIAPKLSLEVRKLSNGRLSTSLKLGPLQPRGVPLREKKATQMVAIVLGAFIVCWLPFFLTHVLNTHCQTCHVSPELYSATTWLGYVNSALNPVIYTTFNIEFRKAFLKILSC
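Cells at 1500/well, incubated overnight, then treated with pinned compounds (dopamine as control) for 90 min at 37 degrees C. DiscoveRx reagent added for 30 - 60 minutes at room temperature; luminescence read.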
GLP1R cytotox: cytotoxicity counter-screen for GLP-1 receptor inverse agonists | HEK293 cAMP-luciferase reporter cells, luminescence, 24 h | Potency, µM (top dose mostly 38.3 µM), for the others: at the highest dose activity change, negative = inhibition, actives largely listed as inhibitors | 410,000 compounds, 0.13% hits | AID 624418;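 further: loss of luciferase light is scored as toxicity; potency means the concentration at half of the fitted maximal effect; on the % scale 0 is the no-effect control and ±100 the full control effect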
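Cells in DMEM/10% Nu serum/1% pen-strep, 1536-well format. Pre-incubated 12 h, dosed with 23 nL compound, incubated a further 24 h. Luciferase detection, 12 min at room temp, luminescence.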
IL1B secr inh: inflammasome signaling inhibition, IL-1 beta readout; THP-1 LPS/ATP IL-1B secretion, AlphaLISA, 16 h; hits give low values; activity change, % at 57.5 µM; 360,000 compounds, 4.7% hits; AID 743279; in the data active means activity change below about -50%; inconclusive means mostly about -30% to -49%; further: on the % scale 0 is the no-effect control and ±100 the full control effect
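Secreted IL-1B measured by AlphaLISA bead assay after 16 h compound exposure of THP-1 cells; compounds (final up to 57.5 uM) added 1 h before LPS (250 ng/mL) and ATP (1.25 mM) stimulation; lower signal means less secretion.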
KB-3-1 cytotox: KB-3-1 parental cell cytotoxicity. KB-3-1 viability, CellTiter-Glo ATP luminescence, 72 h. Potency, µM (top dose mostly 46.1 µM), for inactives: top-dose activity change, negative = cytotoxic, usual class: cytotoxic. 400,000 compounds, 1.4% hits. AID 1347075; further: potency means the concentration at half of the fitted maximal effect; on the % scale 0 is the no-effect control and ±100 the full control effect; nearly all actives have a fitted effect of over 60% in size
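KB-3-1 parental drug-naive adenocarcinoma cells in DMEM/10% FBS, incubated 72 h at 37 C with pin-transferred compounds across a concentration series. Viability by CellTiter-Glo luminescence; concentration-response curves fitted after normalization.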
KB-V1 cytotox: KB-V1 MDR subline cytotoxicity | KB-V1 MDR cells viability, CellTiter-Glo, 72 h | Potency, µM (doses to about 46.1 µM), for inactives: at the highest dose activity change, negative = cytotoxicity, actives largely listed as cytotoxic | 400,000 compounds, 3.4% hits; further: potency means the concentration at half of the fitted maximal effect; on the % scale 0 is the no-effect control and ±100 the full control effect; nearly all actives have a fitted effect of over 60% in size
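KB-V1 MDR subline cells in DMEM (phenol-red free, 10% FBS) exposed to compounds in qHTS concentration series for 72 h at 37 degrees C. Viability read by CellTiter-Glo luminescence; concentration-effect curves fitted after normalization and correction.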
Numbers without * were called inactive; ? = inconclusive; · = no result given; & = joins results of further samples; [ ] = dose if it differs, or a comment. Unless noted, the call rests on the fitted dose curve; in most records, active means well fitted curve in the direction sought with a large enough effect; inconclusive means small, poorly fitted or top-dose-only effect, or another doubt; inactive means no such curve, though single readings can be large; an effect the other way counts as inactive or inconclusive.

SMILES	HT1080-NT tox	MCF10A rerep	HT1080 IDH1KD tx	SW480 rerep	DRD3 agonist	GLP1R cytotox	IL1B secr inh	KB-3-1 cytotox	KB-V1 cytotox
CCc1ccc2oc(=O)cc(CN3CCCCC3)c2c1	13%	-1%	7%	-6%	-13	-5%	18	-2%	-4%
COc1ccc(C2N(C(=O)c3ccccc3)CCN2C(=O)c2ccc(C)cc2)cc1 (stereo not given)	0%	-1%	-23%	-13%	-17	7%	-13	3%	-36%
CC1=C(C(=O)Nc2ccc(C)cc2C)C(c2cccs2)n2nc(SCc3cccc(C)c3)nc2N1 (stereo not given)	·	·	·	·	3	17%	·	-2%	0%
CC(OC(=O)c1c(F)cccc1F)C(=O)NCCC1=CCCCC1 (stereo not given)	-8%	9%	-9%	6%	-2	5%	8	-1%	-8%
CCOCCCNC(=O)/C(C#N)=C/c1ccc([N+](=O)[O-])o1	?	5.2µM*	7.3µM*	?	-5	-5%	-111*	-2%	3%
COc1ccc(C2=NC(C(F)(F)F)(C(F)(F)F)c3c(n(C)c(=O)n(C)c3=O)N2)cc1	-12%	?	-14%	0%	1	70%[activator]	-8	?	?
O=C(NC(c1ccc(F)cc1)c1ccc2ccccc2n1)C1CCN(Cc2cccc(C(F)(F)F)c2)CC1 (stereo not given)	6.5µM*	·	5.8µM*	·	-14	-19%	-89*	?	?
CCc1ccc(N(CC(=O)NCc2ccc(F)cc2)C(=O)c2csnn2)cc1	4%	-4%	19%	-1%	-4	5%	9	-3%	5%
CCOC(=O)c1cnc2c(-c3ccccc3)c(C)nn2c1N	26%	3%	14%	-1%	1	30%	-16	-2%	3%
CCCCCC(=O)Nc1nnc(CCc2ccccc2)s1	5%	0%	10%	-1%	2	1%	9	21%	7%
COc1cc(OC)cc(C(=O)Nc2ccc3oc(-c4ccccc4C)nc3c2)c1	·	·	·	·	19	0%	·	-6%	8%
COc1ccc(OC)c(NC(=O)C2(C)CCN2Cc2cccc(OC)c2F)c1 (stereo not given)	?	·	-46%	·	13	-4%	-17	0%	-5%
CCNC(=O)/C(C#N)=C/c1c(N2CCN(C)CC2)nc2c(C)cccn2c1=O	4%	-14%	-1%	?	19	13%	-19	0%	11%
CC#CC(=O)N1CCCC(Cc2cccc(OC)c2)(C(=O)OCC)C1 (stereo not given)	4%	5%	6%	-3%	11	4%	-7	0%	0%
Cc1ccc(Oc2nc3c(c(=O)n(C)c(=O)n3C)n2C)cc1C	3%	2%	2%	-4%	-9	1%	0	-1%	-2%
N#Cc1cccc(-c2csc(C(O)(c3ccccc3)C(F)(F)F)n2)c1 (stereo not given)	?	·	16µM*	·	-4	-27%	4	?	?
O=C(COc1ccccc1-c1ccccc1)N/N=C/c1ccccn1	-20%	?	-23%	4%	-1	?	55	-20%	?
Cc1ccccc1NS(=O)(=O)c1cc2c3c(c1)C(C)C(=O)N3CCC2 (stereo not given)	4%	20%	-2%	-18%	-2	-3%	5	-9%	5%
O=c1c2cc(F)ccc2sn1-c1ccc(F)cc1	?	?	?	?	-2	-20%	-114*	-14%	0%
CS(=O)(=O)n1nc(C(=O)N2CCOCC2)nc1N	-2%	-32%&-6%[inhibitor]	12%	-1%&-9%	-8	-1%	19	-1%	7%
COc1cccc(CNC(=O)Cc2ccc(Br)cc2)c1	-6%	-5%	8%	-3%	2	-2%	-10	6%	31%
CCOc1ccc(-c2nnc(SCC(=O)N3CCNC3=O)o2)cc1	0%	?	8%	3%	5	-34%	0	-22%	8%
O=C(NCC(c1ccco1)N1CCc2ccccc2C1)c1cccc([N+](=O)[O-])c1 (stereo not given)	4%	17%	-1%	0%	-21	4%	4	?	?
CC(SCc1ccccc1)C(=O)N/N=C/c1cccs1 (stereo not given)	10%	5%	3%	0%	3	-5%	0	11%	2%
COc1ccc(C(=O)NCc2ccccc2)cc1S(=O)(=O)N1CCCc2ccccc21	-6%	?	-19%	0%[9.22 µM]	-2	-27%	5	0%	-18%
Next section:
SMILES	HT1080-NT tox	MCF10A rerep	HT1080 IDH1KD tx	SW480 rerep	DRD3 agonist	GLP1R cytotox	IL1B secr inh	KB-3-1 cytotox	KB-V1 cytotox
O=C(O)c1nn(-c2ccccc2C(F)(F)F)cc1O	0%	-1%	8%	-2%	1	9%	0	0%	3%
O=C(COC(=O)c1cc([N+](=O)[O-])ccc1NCc1ccccc1Cl)NCC(F)(F)F	-15%	21µM*	-12%	0%	-16	5%	10	3%	-8%
Cc1cccc(C)c1NC(=O)C(C)Sc1nnc(C)n1CC1CCCO1 (stereo not given)	11%	-3%	6%	-73%[inhibitor]	8	8%	9	1%	13%
CC(C)Sc1ncnc2[nH]ncc12	-3%	-2%	-2%	-5%	8	24%	-14	-1%	-5%
CCOC(=O)c1ccc(NC(=O)N2CCN(S(C)(=O)=O)CC2)cc1	14%	-7%	0%	9%	5	-8%	-12	-25%	?
C=C(C)CSc1nc2ncc(Cl)cc2[nH]1	2%	0%	-4%	-16%	-3	7%	8	-3%	4%
Cc1ccccc1CCN(CC(=O)NC1CCCCC1)C(=O)c1csnn1	13%	0%	21%	0%	-7	14%	-4	5%	?
CC(C)c1ccc(-c2nn[nH]n2)cc1	-18%	15%	-14%	-12%	-21	27%	-5	3%	7%
CC(=O)c1cccc(NC(=O)Nc2ccc3c(c2)N(C)C(=O)CS3)c1	?	-4%	?	-4%	0	-19%	?	-9%	?
C=CC(=C)CC(NC)c1ccccc1 (stereo not given)	22%	0%	-1%	-6%	-9	-7%	0	-3%	-17%
O=C(Nc1cccc(C(=O)O)c1)/C(=C\C=C\c1ccccc1)NC(=O)c1ccccc1	-1%	-20%	0%	-19%	4	-14%	26	8%	5%
CC(/C=C1\SC(=O)N(CC(=O)Nc2cccc(O)c2)C1=O)=C\c1ccccc1	?	?	?	-5%	-2	-24%	-57*	?	12%
Cc1nc2ccccn2c1C(=O)/C=C/c1ccc(F)cc1	-25%	?	-1%	?	-4	?	-108*	16µM*	16µM*
COc1ccccc1N(Cc1ccccc1)S(=O)(=O)c1cccc(C(=O)NCC2CCCO2)c1 (stereo not given)	-7%	-8%	-3%	-14%	-4	-12%	-4	-9%	12%
COc1ccc(OC)c(C(=O)c2ccccn2)c1	1%	6%	10%	0%[9.22 µM]	24	20%	6	-1%	14%
COCCCNC(=O)c1ccccc1-c1cc(C)no1	10%	-4%	20%	-24%	7	-9%	14	0%	11%
Cc1ccnc(NS(=O)(=O)c2ccc(NC(=O)CSc3nc(-c4ccccc4)cc(=O)[nH]3)cc2)n1	-6%	2%	-2%	-2%	-1	8%	-20	22%	-8%
Cc1cc(O)c(C(c2ccccc2)N2CCN(c3ccccc3F)CC2)c(=O)n1Cc1ccco1 (stereo not given)	·	·	·	·	-11	-3%	·	10%	1%
COCc1c(C(=O)OCC(=O)NCCN2C(=O)CSC2=O)oc2ccccc12	5%	1%	2%	3%	-7	73%[activator]	4	0%	0%
COC(=O)CC1(c2cccc3ccccc23)C(=O)c2ccccc2C1=O	?	?	?	11%	-11	-16%	-9	-5%	4%
COc1ccc(N(CC(=O)N2CCN(c3cccc(OC)c3)CC2)S(=O)(=O)c2c(C)noc2C)cc1	·	·	·	·	3	-2%	·	-8%	-1%
Cn1c(N)c(C(=O)COC(=O)/C=C/c2ccc(OC(F)F)cc2)c(=O)n(C)c1=O	1%	2%	3%	-4%	7	4%	27	-11%	-3%
S=C(Nc1ccccc1)Nc1ccc(Cl)cc1Cl	6%	0%	-3%	-2%	2	8%	-1	-10%	2%
CCc1nc2c(OCc3ccc(S(C)(=O)=O)cc3)cccn2c1N(C)C(=O)c1ccccc1F	6%	·	15%	·	-3	9%	-3	0%	-8%
CC(C)Cc1n[nH]c(=O)c2c1nnn2Cc1ccccc1F	6%	-2%	8%	-10%	-6	3%	7	15%	6%
Following part:
SMILES	HT1080-NT tox	MCF10A rerep	HT1080 IDH1KD tx	SW480 rerep	DRD3 agonist	GLP1R cytotox	IL1B secr inh	KB-3-1 cytotox	KB-V1 cytotox
Cc1nn(CCCC(=O)NCc2ccc(Cl)cc2)c(C)c1[N+](=O)[O-]	0%	-5%	9%	-205%[inhibitor]	-4	5%	-24	5%	23µM*
N#CC(C#SN)=C1CCCCC1	11%	1%	0%	3%	1	4%	9	-2%	0%
Cc1nn(CC(C)C)c(Cl)c1C(=O)NCC(C)(C)N1CCOCC1	14%	·	1%	·	3	-16%	9	-1%	25%
CCOCCCn1c(=N)c(C(=O)NCc2ccco2)cc2c(=O)n3ccccc3nc21	·	·	·	·	4	3%	·	10%	4%
O=S(=O)(Nc1cccc(-c2ccc(N3CCCCCC3)nn2)c1)c1ccccc1	·	·	·	·	-9	-5%	·	?	-27%
COCCNC(=O)c1ccc(CS(=O)(=O)c2c(Cl)cccc2Cl)o1	13%	10%	9%	-5%	2	-10%	-6	0%	8%
Nc1ccc(-c2nc3ccc([N+](=O)[O-])cc3[nH]2)cc1	1%	-7%	-2%	-2%	9	-20%	-80*	-1%	10%
O=C(NCc1cccnc1)c1cc(C2CCCCN2C(=O)OCc2ccccc2)on1 (stereo not given)	?	·	-3%	·	-6	0%	0	-1%	-11%

Another view of some results above:
Fields – HT1080-NT tox	MCF10A rerep	HT1080 IDH1KD tx	SW480 rerep	DRD3 agonist	GLP1R cytotox	IL1B secr inh	KB-3-1 cytotox	KB-V1 cytotox
> COCCNC(=O)c1ccc(CS(=O)(=O)c2c(Cl)cccc2Cl)o1
 : 13%	10%	9%	-5%	2	-10%	-6	0%	8%
> O=S(=O)(Nc1cccc(-c2ccc(N3CCCCCC3)nn2)c1)c1ccccc1
 : ·	·	·	·	-9	-5%	·	?	-27%
> Nc1ccc(-c2nc3ccc([N+](=O)[O-])cc3[nH]2)cc1
 : 1%	-7%	-2%	-2%	9	-20%	-80*	-1%	10%
